USP2a inh: qHTS Assay for Inhibitors of Ubiquitin-specific Protease USP2a | USP2a enzymatic assay, qHTS inhibition | Ubiquitin carboxyl-terminal hydrolase 2 (Homo sapiens), O75604 | AID 927, 2007 | Potency, µM (highest dose often 38.3 µM), for inactives: top-dose activity change, negative = inhibition, hits mostly inhibitors | 0.1% of 60,000 active;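 further: potency means the concentration at half of the fitted maximal effect; nearly all actives have a fitted effect of over 60% in size; plate controls were DMSO for no effect and NEM full inhibition control for full effect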
Target sequence (O75604 whole entry, looked up): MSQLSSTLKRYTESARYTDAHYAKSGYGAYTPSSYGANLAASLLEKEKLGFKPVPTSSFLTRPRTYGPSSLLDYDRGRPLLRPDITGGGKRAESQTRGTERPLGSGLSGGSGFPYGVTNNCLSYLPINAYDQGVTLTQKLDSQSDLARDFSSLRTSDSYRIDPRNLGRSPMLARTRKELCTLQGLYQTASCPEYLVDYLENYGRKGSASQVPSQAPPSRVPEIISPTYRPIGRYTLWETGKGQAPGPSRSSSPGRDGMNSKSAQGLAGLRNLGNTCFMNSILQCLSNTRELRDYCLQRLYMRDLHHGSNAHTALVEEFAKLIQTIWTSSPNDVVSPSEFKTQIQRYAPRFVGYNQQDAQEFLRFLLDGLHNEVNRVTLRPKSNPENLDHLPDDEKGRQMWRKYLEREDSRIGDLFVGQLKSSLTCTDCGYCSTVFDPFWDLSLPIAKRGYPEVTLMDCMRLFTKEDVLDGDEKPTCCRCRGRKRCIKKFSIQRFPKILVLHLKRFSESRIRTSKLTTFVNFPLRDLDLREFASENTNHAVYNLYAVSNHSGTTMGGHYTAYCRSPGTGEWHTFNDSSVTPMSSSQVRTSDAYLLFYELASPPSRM
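20 nM USP2 core + cpd, 30 min RT; add 20 nM Ub-PLA2/20 uM NBD C6-HPC; read Ex460/Em535 at 0 h and 2.5 h. Normalized to NEM; qHTS curve fit/classification.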
HEK293 cAMP ctrl: qHTS Assay for Agonists of the Thyroid Stimulating Hormone Receptor: Activators of Intracellular cAMP Concentrations in Parental HEK 293. parental HEK293 CNG cAMP sensor, membrane potential fluorescence. Potency, µM (top dose mostly 57.1 µM), without a hit: top-dose activation, usual class: activators. 2.5% of 73,000 active. AID 938, 2007; further: potency means the concentration at half of the fitted maximal effect; % of control where 0% means no effect; nearly all actives have a fitted effect of over 55% in size
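Parental HEK 293 cells stably expressing a modified CNG channel (no TSHR) report cAMP rise as membrane depolarization. Membrane potential dye with 100 uM RO 20-1724 was loaded for 60 min at room temperature, then compound added for 30 min; fluorescence read at 590 nm.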
A350 autofl: qHTS Assay for Spectroscopic Profiling in A350 Spectral Region; Compound autofluorescence, 340/450 nm, Alexa 350 dye-equivalents; hits give high values; max dye-equivalent concentration, M; 11% of 59,000 active; AID 590, 2007; in the data active means max dye-equivalent concentration above about 10 nM; inconclusive means mostly about 1.1 nM to 9.6 nM
Caspase-7 inhib: qHTS Assay for Allosteric/Competitive Inhibitors of Caspase-7 | P55210 | recombinant caspase-7, Ac-DEVD-AFC fluorescence rate | Potency, µM (doses to about 57.5 µM), for inactives: at the highest dose activity change, negative = inhibition, actives largely listed as inhibitors | 0.02% of 75,000 active; active means well fitted inhibition curve with a large enough effect in the main read-out, with a control signal flat, not every such curve was filed as active; inconclusive means small, poorly fitted or top-dose-only effect, or a change in a side signal; further: potency means the concentration at half of the fitted maximal effect; % of control where 0% means no effect
Target sequence (P55210 24-198 limits assumed): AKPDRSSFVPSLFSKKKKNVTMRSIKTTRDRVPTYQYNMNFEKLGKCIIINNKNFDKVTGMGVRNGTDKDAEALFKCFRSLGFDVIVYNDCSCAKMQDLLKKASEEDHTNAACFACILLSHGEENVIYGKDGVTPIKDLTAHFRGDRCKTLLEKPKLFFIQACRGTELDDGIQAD
Target sequence (P55210 207-303 limits assumed): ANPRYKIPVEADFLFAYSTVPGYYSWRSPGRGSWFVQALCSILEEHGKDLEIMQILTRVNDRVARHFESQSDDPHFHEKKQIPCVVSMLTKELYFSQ
Texas Red fluor: qHTS Assay for Spectroscopic Profiling in Texas Red Spectral Region. max dye-equivalent concentration, M. AID 587, 2007. 0.06% of 59,000 active. Compound fluorescence, Texas Red channel, 547/618 nm; hits give high values; in the data active means max dye-equivalent concentration above about 10 nM; inconclusive means between about 1.1 nM and that limit
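Spectral interference profiling: each compound concentration's relative fluorescence, read with a 547 nm excitation and 618 nm emission filter pair, was normalized to a per-plate Texas Red standard curve.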
BRCT PPI red: qHTS Assay for Inhibitors of BRCT-Phosphoprotein Interaction (Red Fluorophore); BRCT-phosphopeptide binding, red fluorescence polarization; Potency, µM (series often up to 76.9 µM), for the others: top-dose activity change, negative = inhibition, most hits filed as inhibitors; 0.03% of 75,000 active; further: on the % scale 0 is the no-effect control and ±100 the full control effect
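Fluorescence polarization: 100 nM His-tagged BRCA1 BRCT with 100 nM TAMRA-labelled phospho-BACH1 decapeptide, phosphate buffer pH 7.3 with 150 mM NaCl, DTT, 0.01% Tween 20; 12 min RT. Binding inhibition seen as FP decrease.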
Rhodamine fluor: qHTS Assay for Spectroscopic Profiling in Rhodamine Spectral Region | max dye-equivalent concentration, M | 0.05% of 59,000 active | AID 594, 2007 | Rhodamine-region fluorescence, 547/598 nm, Tris buffer; hits give high values; in the data active means max dye-equivalent concentration above about 11 nM; inconclusive means between about 1.1 nM and that limit
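Read-out is relative fluorescence at 547 nm excitation and 598 nm emission, expressed as dye-equivalent concentration using rhodamine standards on every plate. Each compound was profiled across a concentration series after 15 min in 100 mM Tris, pH 8.0.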
4MU fluor: qHTS Assay for Spectroscopic Profiling in 4-MU Spectral Region; compound autofluorescence, 340/450 nm, 4-MU equivalents; hits give high values; max dye-equivalent concentration, M; 11% of 59,000 active; AID 589, 2007; in the data active means max dye-equivalent concentration above about 10 nM; inconclusive means mostly about 1.1 nM to 9.6 nM
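Intrinsic fluorescence at 340/450 nm (ex/em) was read after 15 min at room temperature in pH 8.0, 100 mM Tris. Each compound concentration expressed as 4-MU-equivalent concentration from a six-point 4-MU standard series on each plate.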
Caspase-1 inhib: qHTS Assay for Allosteric/Competitive Inhibitors of Caspase-1. Caspase-1 enzyme, Ac-WEHD-AFC fluorogenic rate. 0.03% of 75,000 active. AID 900, 2007. P29466. Potency, µM (titrated, usually from 57.5 µM), for inactives: at the top dose activity change, negative = inhibition, actives largely listed as inhibitors;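 further: potency means the concentration at half of the fitted maximal effect; plate controls were vehicle for no effect and no substrate for full effect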
BRCT PPI green: qHTS Assay for Inhibitors of BRCT-Phosphoprotein Interaction (Green Fluorophore); BRCA1 BRCT-phosphopeptide binding, green fluorescence polarization; Potency, µM (doses to about 76.9 µM), without a hit: at the top dose activity change, negative = inhibition, most hits filed as inhibitors; AID 875, 2007; 0.05% of 75,000 active;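 further: potency means the concentration at half of the fitted maximal effect; plate controls were peptide without protein for full effect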
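Compounds were incubated for 12 min at room temperature with a complex of 100 nM fluorescein-tagged pBACH1 decapeptide and 250 nM His-tagged BRCT protein. Buffer was phosphate pH 7.3 with EDTA, DTT and Tween 20. Disruption of binding lowers the polarization signal.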
Fluorescein fluor: qHTS Assay for Spectroscopic Profiling in Fluorescein Spectral Region | Compound autofluorescence, 480/540 nm, fluorescein-equivalent; hits give high values | max fluorescein-equivalent concentration, M | 0.91% of 59,000 active | AID 593, 2007; in the data active means max fluorescein-equivalent concentration above about 10 nM; inconclusive means between about 1.1 nM and that limit
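Read-out is intrinsic compound fluorescence at 480/540 nm (excitation/emission), expressed as dye-equivalent concentration using a fluorescein standard series run on every plate. Compounds sat 15 min at room temperature in 100 mM Tris, pH 8.0.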
Numbers without * were called inactive; i = inactive; ? = inconclusive; · = not tested or not shown; ! = not active in a repeat; [ ] = remark or other dose. Unless noted, the call rests on the fitted dose curve; in most records, active means well fitted curve in the direction sought with a large enough effect; inconclusive means small, poorly fitted or top-dose-only effect, or another doubt; inactive means no such curve, though single readings can be large; an effect the other way counts as inactive or inconclusive. Some of the compounds tested; count on the stated rates, not on these rows.

Results follow in this order: USP2a inh, HEK293 cAMP ctrl, A350 autofl, Caspase-7 inhib, Texas Red fluor, BRCT PPI red, Rhodamine fluor, 4MU fluor, Caspase-1 inhib, BRCT PPI green, Fluorescein fluor
CS(=O)(=O)Nc1cccc(-c2cncnc2NCc2cccnc2)c1
 : -27%, ?, i, -10%, i, -0.1%, i, i, -4%, -0.2%, i
CCN1CCN(Cc2nc3c(c(=O)n(C)c(=O)n3C)n2CCc2ccccc2)CC1
 : ·, ?, ·, 2%, ·, -0.6%, ·, ·, -4%, 2.4%, ·
O=C(Nc1ccc(S(=O)(=O)NCc2ccccc2)cc1)Nc1ccc2c(c1)OCO2
 : -4%, -14%, i, 1%, ?, 0.1%, i, i, 4%, -3.5%, ?
Cn1c(CCNC(=O)C(C)(C)C)nc2ccccc21
 : 0%, -4%, i, 0%, i, -1.3%, i, i, 1%, -2.9%, i
O=S(=O)(NCC(c1cccnc1)N1CCN(Cc2ccccc2)CC1)c1ccccc1 (stereo unspecified)
 : ·, 4%, ·, 1%, ·, -1.3%, ·, ·, -5%, -0.1%, ·
CCOC(=O)CSc1nnc(CNc2nc(-c3ccccc3)cs2)n1C
 : 19%, 1%, ?, 6%, i, 2.1%, i, i, 0%, 1.6%, ?
C/C=C/Cn1c(SCc2ccccc2)nc2c1c(=O)[nH]c(=O)n2C
 : ·, ?, i, 2%, i, -0.7%, i, i, -2%, 3.1%, i
O=C(NC1CCCCC1)C1CCCN1S(=O)(=O)c1cccc2nsnc12 (stereo unspecified)
 : -1%, 12%, i, 0%, i, -0.3%, i, i, 2%, -2.6%, ?
O=C(C1CCCN(S(=O)(=O)c2cccc3nonc23)C1)N1CCC(Cc2ccccc2)CC1 (stereo unspecified)
 : 40%[activator], -6%, i, 2%, i, -0.2%, i, i, 1%, 9.2%, i
Cc1ccc(-[n+]2cc(=O)o[nH]2)cc1
 : ·, 0%[11.4 µM], i, 0%[11.5 µM], i, 0.3%[15.4 µM], i, i, -3%[11.5 µM], -2.5%[15.4 µM], i
COc1ccc(CC(=O)NCc2nnc(SCC(=O)N3CCN(c4ccccc4)CC3)n2C)cc1
 : -6%, 2%, i, 0%, i, -1.5%, i, i, -1%, 2.0%, i
Cc1cccc(-n2cnc3cc(C(=O)N4CCCCC4)ccc32)c1
 : -4%, 1%, i, 0%, ?, 0.9%, i, i, -1%, 2.8%, i
Cc1cc(OC(=O)N2CCOCC2)cc(C)c1Cl
 : 4%, ?, i, 1%, i, -0.3%, i, i, 3%, 1.2%, i
COc1ncc2nc(-c3ccc(F)cc3)c(=O)n(CCC#N)c2n1
 : 18%, 16%, 2.9e-08M*, -5%, i, -1.1%, i, 2.4e-08M*, -2%, -4.4%, i
O=C(O)c1c[nH]c2ccc(S(=O)(=O)N3CCN(c4ccc(F)cc4)CC3)cc2c1=O
 : 43%[activator], 4%, ?, -5%, i, -1.1%, i, ?, -1%, -2.8%, ?
COc1ccc(OCC(O)CN2C(=O)c3ccccc3S2(=O)=O)cc1 (stereo unspecified)
 : 5%, -5%, ·, -1%, ·, 1.1%, ·, ·, -1%, 1.1%, ·
CC1(C)CC(=O)C=C(NCCCN2CCCC2=O)C1
 : -4%, -1%, i, -1%, i, -1.0%, i, i, -10%, 1.6%, i
COCCCNC(=O)CN(c1ccc(OC)cc1)S(=O)(=O)c1ccc(NC(C)=O)cc1
 : 9%[7.66 µM], -1%[11.4 µM], ·, 1%, ·, -1.0%, ·, ·, -1%, -0.6%, ·
COCCNC(=O)CNS(=O)(=O)c1ccc2nc(C)sc2c1
 : 6%, 4%, i, 0%, ?, 0.1%, i, i, -3%, -1.6%, i
CCc1c(C#N)c(N)nc(SCC(=O)OCc2ccccc2)c1C#N
 : 5%[7.66 µM], ?, ·, -2%, ·, 0.7%, ·, ·, -4%, -0.2%, ·

Next part
| smiles | USP2a inh | HEK293 cAMP ctrl | A350 autofl | Caspase-7 inhib | Texas Red fluor | BRCT PPI red | Rhodamine fluor | 4MU fluor | Caspase-1 inhib | BRCT PPI green | Fluorescein fluor |
| --- | --- | --- | --- | --- | --- | --- | --- | --- | --- | --- | --- |
| O=C(OCn1nnc2ccccc2c1=O)c1cn(-c2ccccc2)nc1-c1cccnc1 | 11% | 5% | i | 5% | i | -2.6% | i | i | -5% | 2.6% | ? |
| O=C1c2ccc(-c3nc4ccccc4o3)cc2C(=O)N1Cc1cccnc1 | 0% | 3% | 4.2e-08M* | 1% | ? | -0.2% | i | 3.2e-08M* | -1% | -1.3% | i |
| Cc1ccc(-c2noc(CCC(=O)N(C)c3ccccc3C)n2)cc1 | 7% | 28% | i | -3% | ? | -1.2% | i | i | -1% | -2.1% | i |
| CC(=O)c1cccc(NS(=O)(=O)c2cccc(C(=O)O)c2)c1 | · | -7% | · | 0% | · | -0.6% | · | · | -2% | 0.2% | · |
| COc1ccc(Br)cc1CNC(=O)C1CCCN(c2nc3ccccc3o2)C1 (stereo unspecified) | 29% | ? | i | -1% | ? | 0.1% | i | i | -4% | -1.1% | ? |
| CN(C)CC[C@H](c1ccc(Cl)cc1)c1ccccn1 | -4%[17.1 µM] | ? | i | 1%[25.7 µM] | ? | -0.5%[34.4 µM] | i | i | 0%[25.7 µM] | -0.9%[34.4 µM] | 1.3e-08M*! |
| Cc1ccc(N2CC(C(=O)Nc3ccc4c(c3)OCCO4)CC2=O)cc1 (stereo unspecified) | 8% | 11% | i | 1% | i | -0.1% | i | i | -1% | -0.8% | i |
| CN1C(=O)NC(NC(=O)c2ccncc2)(C(F)(F)F)C1=O (stereo unspecified) | -7% | ? | ? | -5% | i | 0.2% | i | ? | -6% | -1.5% | i |
| Cc1ccc(N(CC(=O)Nc2ccc(F)c(Cl)c2)S(=O)(=O)c2c(C)noc2C)cc1 | 2% | 11% | i | 0% | i | -1.0% | i | i | -2% | -1.1% | i |
| CC1(C)CCC(=O)N[C@H]1CC(=O)C[C@H]1NC(=O)CCC1(C)C | · | 11%[11.4 µM] | i | 5%[11.5 µM] | ? | 0.0%[15.4 µM] | i | i | 1%[11.5 µM] | -1.3%[15.4 µM] | i |
| COc1ccc(CN(C(=O)CN2C(=O)C(C)Oc3ccccc32)C2CCCC2)c(OC)c1 (stereo unspecified) | 25% | 25µM* | ? | 0% | i | -0.1% | i | i | 3% | 1.1% | ? |
| O=C(Nc1ccccc1F)N(CCCN1CCOCC1)Cc1cc2cc3c(cc2[nH]c1=O)OCCO3 | 7% | ? | 2e-07M* | 0% | i | -0.1% | i | 2.4e-07M* | -4% | -0.1% | i |
| O=C(CSCCO)Nc1ccc(C2CCCCC2)cc1 | 6% | -9% | i | -4% | i | -1.5% | i | i | 0% | -1.2% | i |
| NC1=NC(=Nc2ccccc2)c2ccccc21 | -2% | -8% | i | 1% | i | 0.2% | i | i | 1% | -2.4% | i |
| c1ccc(-c2ccc(-c3nc(-c4ccncc4)no3)cc2)cc1 | · | 3% | · | -1% | · | -0.2% | · | · | 2% | -2.6% | · |
| CCN(c1ccc2c(c1)OCO2)S(=O)(=O)c1cc(Br)cc2c1N(C(=O)C1CC1)CC2 | 60%[activator] | ? | i | -4% | i | 0.2% | i | i | -2% | 1.2% | i |
| CCN(CC)COC(=S)S | · | 2%[11.4 µM] | i | 0%[11.5 µM] | i | 1.0%[15.4 µM] | i | i | -2%[11.5 µM] | 0.9%[15.4 µM] | i |
| O=C(CCN1CCc2ccccc2C1)Nc1cccc(F)c1 | 4% | 11% | i | 1% | i | -1.1% | i | i | 2% | -1.0% | i |
| COc1ccccc1-c1nc(N(C)C)c2ccccc2n1 | 77%[activator] | 4% | i | 0% | i | -0.9% | i | i | -2% | -2.4% | i |
